# 5HT1E antag: 5-HT1E (human) receptor antagonism; CHO 5-HT1E Ga15 NFAT-bla reporter, FRET, antagonist; inhibition, % at 6 µM; hit rate 0.99% among 65,000;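 active means inhibition above a set limit, the mean inhibition across every tested compound plus 3 SD, cut at about 29% in these data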;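 further: signal is the 460 over 535 nm emission ratio of beta-lactamase substrate; 0% = agonist plus DMSO wells and 100% = wells without agonist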
# Target sequence (P28566 whole entry, looked up): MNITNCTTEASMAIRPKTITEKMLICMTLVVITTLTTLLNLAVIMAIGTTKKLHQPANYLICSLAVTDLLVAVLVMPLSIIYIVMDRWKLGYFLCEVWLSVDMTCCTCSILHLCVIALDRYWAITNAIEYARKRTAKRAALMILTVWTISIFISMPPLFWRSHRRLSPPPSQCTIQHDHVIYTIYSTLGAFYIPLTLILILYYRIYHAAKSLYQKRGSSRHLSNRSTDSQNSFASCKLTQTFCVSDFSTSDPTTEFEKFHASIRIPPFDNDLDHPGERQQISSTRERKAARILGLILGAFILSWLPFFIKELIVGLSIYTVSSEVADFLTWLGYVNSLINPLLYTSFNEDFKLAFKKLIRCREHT
# HEK293 NFkB inh: inhibitors of the PMA/ionomycin-induced NF-kB reporter in HEK293 cells; inhibition, % at 3 µM; AID 465; HEK-293 NF-kB luciferase reporter, luminescence; hit rate 0.21% among 62,000;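 active means inhibition above the mean of all tested compounds plus 3 SD, cut at about 40% in these data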;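 further: 0% = stimulated DMSO wells and 100% = 10 µM reference inhibitor 5653914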
#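 Reagent: PMA plus ionomycin mix as NF-kB-activating stimulus. Assay system: NF-kB luciferase reporter HEK-293 cells. Technique: luminescence from luciferase substrate reagent. Incubation: 1 h compound pre-incubation, 16 h PMA/ionomycin at 37 °C. Benchmarks: DMSO only as uninhibited control, 10 µM reference inhibitor as full inhibition. Repeats: tested once.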
# HTR1A agonist: 5-HT1a (human) receptor agonism; CHO 5-HT1a Ga15 NFAT-bla reporter, FRET ratio; 0% basal, 100% maximal reference agonist; P08908; hit rate 0.56% among 65,000; activation, % at 10 µM;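 active means activation above the screen-wide mean activation plus 3 SD, cut at about 19% in these data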;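 further: 0% = DMSO wells and 100% = 5-CT at EC100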
# HTR1E agonist: 5-HT1E (human) receptor agonism. hit rate 0.69% among 65,000. activation, % at 6 µM. CHO 5-HT1E Ga15 NFAT-bla reporter, FRET; 0% DMSO wells, 100% control agonist wells;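 active means activation above a set limit, the screen-wide mean activation plus 3 SD, cut at about 8.5% in these data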;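 further: 100% = positive control agonist at 1 µM giving full maximal response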
# S1P1 ag-PAM: agonists and agonism potentiators of human S1P1 receptor | hit rate 0.57% among 56,000 | activation, % at 9.5 µM | P21453 | AID 449 | S1P1 CRE-bla cells, forskolin, beta-lactamase FRET, potentiator mode; S1P1 agonist co-added at EC20, 2 nM; 100% = saturating reference agonist, 0% = basal;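 active means activation above a cutoff set at the mean activation of all tested compounds plus 3 SD, cut at about 54% in these data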;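 further: forskolin at 4 µM as EC80 and the EC20 agonist is SEW2871; 100% = SEW2871 at its EC100 plus forskolin at EC80; some compounds past the cut are filed as inactive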
# 5-HT1A blocker: antagonists of human 5-HT1a serotonin receptor; P08908; CHO 5-HT1a Ga15 NFAT-bla reporter, antagonist mode; inhibition, % at 10 µM; hit rate 0.68% among 62,000;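 active means inhibition above the mean of all tested compounds plus 3 SD, cut at about 43% in these data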;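 further: receptor stimulated by 5-CT agonist at 100 nM near EC80; beta-lactamase reporter measured by ratiometric fluorescence of a cleavable substrate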
# S1P3 ag: agonists of human S1P3 receptor. Q99500. S1P3 NFAT-BLA reporter cells, agonism, FRET ratio; relative to 1 µM S1P, basal subtracted. activation, % at 4.5 µM. hit rate 0.1% among 60,000;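 active means activation above the screen-wide mean plus 3 SD, cut at about 4.5% in these data, passing the limit was not always enough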; further: some compounds called inactive have numbers as strong as hits
# Target sequence (Q99500 whole entry, looked up): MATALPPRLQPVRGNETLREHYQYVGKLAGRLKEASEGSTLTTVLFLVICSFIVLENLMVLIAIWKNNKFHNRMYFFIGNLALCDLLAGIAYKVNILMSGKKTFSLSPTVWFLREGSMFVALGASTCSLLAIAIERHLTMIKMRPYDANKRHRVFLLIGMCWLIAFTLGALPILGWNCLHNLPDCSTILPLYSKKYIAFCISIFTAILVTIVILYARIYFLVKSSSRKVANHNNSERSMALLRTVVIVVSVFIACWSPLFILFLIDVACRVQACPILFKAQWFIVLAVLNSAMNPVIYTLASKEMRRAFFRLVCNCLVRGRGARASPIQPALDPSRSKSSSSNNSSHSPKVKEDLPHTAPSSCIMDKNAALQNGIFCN
#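 material = human S1P3 NFAT-BLA reporter CHO cells | schedule = 4 h compound at 37 °C, 2 h substrate at RT | measured by = fluorescent BLA substrate, ex 405 nm, em 460/535 nm ratio | controls = 1 µM S1P reference | replication = primary once, confirmation triplicate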
# Jurkat viability: cytotoxicity toward Jurkat cells. Jurkat E6.1 viability, ATP luminescence, 48 h. inhibition, % at 4 µM. hit rate 1.2% among 56,000. AID 463;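 active means inhibition above the mean inhibition of all tested compounds plus 3 SD, cut at about 28% in these data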
# D1 mod: allosteric modulators of human D1 dopamine receptor; B-score at 10 µM; HEK293 D1, CRE-luciferase, dopamine EC30 potentiation; actives deviate in either direction; P21728; AID 641; hit rate 5.9% among 58,000;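 active means luminescence count or its row- and column-corrected plate score outside the 99.7% band of the plate's sample wells, on either side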
# The depositor's hits bear a star; . = not tested or not shown.
cpd	SMILES	5HT1E antag	HEK293 NFkB inh	HTR1A agonist	HTR1E agonist	S1P1 ag-PAM
1	CC1=C(C(=O)NCCN2CCOCC2)C2(CCC(C)CC2)OC1=O (stereo not drawn)	-9.3	13.3	-4.5	0.1	-18.9
2	O=C(CCN1C(=O)c2ccccc2C1=O)Nc1ccc(F)cc1	-1.8	23.4	1.4	0.3	-11.6
3	c1ccc(-c2csc3nnc(SCc4ccc5c(c4)OCO5)n23)cc1	29.4*	24.5	-2.6	1.3	-21.0
4	Cc1nn(Cc2ccccc2)c(C)c1NC(=O)c1cc(-c2ccc3c(c2)OCO3)on1	19.8	6.1	-1.7	-0.9	-8.4
5	COc1ccc(C2CC(c3ccc(OC)cc3)n3nc(N)nc3N2)cc1 (stereo not drawn)	11.6	14.4	-1.0	1.4	-7.7
6	CCCC(C(=O)NC1CCCCC1)N(CC1CCCO1)C(=O)CNS(=O)(=O)c1ccc(F)cc1 (stereo not drawn)	-6.2	16.0	1.4	1.2	6.4
7	O=C(CCNS(=O)(=O)c1ccc(Cl)cc1)N1CCC2(O)CCCCC2C1 (stereo not drawn)	10.8	8.6	-0.5	-0.4	-6.8
8	COc1ccc(-n2c(C)cc(C(=O)Cn3nnc4ccccc4c3=O)c2C)cc1	16.3	13.9	-0.6	-2.1	40.0
9	CCOC(=O)N1CCC(NC(=O)C2CCN(c3nc(-c4ccc(OC)cc4)no3)CC2)CC1	-6.6	27.6	-0.8	-1.1	.
10	CC1CN(C(=O)Cn2cnc3c2c(=O)n(C)c(=O)n3C)CC(C)O1 (stereo not drawn)	4.8	11.6	-0.7	-0.9	-1.3
11	Cc1cc(C)c(-c2cc(NC(=O)CSc3nncn3C)n(-c3ccccc3)n2)cc1C	2.7	4.1	-0.4	0.8	-5.4
12	Cc1cccc(Nc2nc(N)nc(CN3CCN(Cc4ccc5c(c4)OCO5)CC3)n2)c1	9.9	13.0	0.5	-1.3	5.2
13	O=C(NC1CCCCC1)N1CCCC(c2nc(-c3ccc(S(=O)(=O)N4CCCC4)cc3)no2)C1 (stereo not drawn)	-8.1	12.6	1.2	0.1	-8.5
14	Nc1nc(-c2ccc(Cl)cc2)cc(C(F)(F)F)n1	15.3	24.1	0.8	-0.2	-29.7
15	CCOC(=O)CSc1nnc2n(Cc3ccccc3)c(=O)c3c4c(sc3n12)CCC4	-1.0	.	1.2	0.2	9.6

cpd	5-HT1A blocker	S1P3 ag	Jurkat viability	D1 mod
1	-8.4	-0.3	-1.6	0.48
2	-9.6	-0.5	-9.9	0.568
3	2.0	-0.5	3.5	6.78*
4	-6.6	-0.8	-4.9	-0.452
5	-6.0	-0.3	-22.7	0.009
6	3.7	0.5	-1.8	0.476
7	-11.2	-0.1	12.2	-0.153
8	24.8	-0.9	10.3	-0.509
9	2.9	.	.	1.04
10	-5.0	-0.4	-3.1	0.373
11	2.0	0.0	4.7	0.438
12	12.3	-1.3	7.9	-0.0165
13	5.6	-0.3	-0.6	-0.677
14	1.4	0.0	0.2	19.2*
15	.	-4.0	.	.

# More structures:
cpd	SMILES	5HT1E antag	HEK293 NFkB inh	HTR1A agonist	HTR1E agonist	S1P1 ag-PAM
16	CCN1CCN(c2ncc3c(n2)CC(c2ccc(OC)c(OC)c2)CC3=O)CC1 (stereo not drawn)	15.5	8.4	-0.4	-1.6	9.9
17	COc1ccc(C2C/C(=N\O)C(C)(C)O2)cc1 (stereo not drawn)	-8.9	9.5	-0.6	0.9	.
18	c1cc(-c2nc3ccccc3o2)nc(-c2nc3ccccc3o2)c1	10.1	20.6	-6.7	0.5	-47.1
19	COC(=O)C(C#N)c1nc2ccccc2nc1N1CCCC1 (stereo not drawn)	8.1	-3.1	-1.6	0.5	-26.3
20	CCN(CC)CCCNC(=O)C1CCC(=O)N(c2ccc(OC)cc2)C1c1ccc(F)cc1 (stereo not drawn)	4.2	12.0	-2.2	-0.1	.
21	COc1ccc(C(=O)OCC(=O)c2cc(OC)ccc2OC)c(OC)c1	5.6	-0.6	-2.5	-0.8	.
22	Cc1cc(C)cc(N(CC(=O)NCc2ccco2)C(=O)CCC(=O)Nc2ccccn2)c1	8.2	17.7	-0.4	0.0	15.4
23	O=C(NCC(=O)N1CCCC1C(=O)O)OC1CCCCC1 (stereo not drawn)	0.9	5.7	0.0	-0.3	9.9
24	COc1ccc(C(O)Cc2nc3ccccc3n2C)cc1OC (stereo not drawn)	-2.8	9.8	1.0	0.4	-23.7
25	CC(=O)Nc1nc(C=C(Cl)Cl)cs1	0.1	8.9	-3.9	0.2	-253.6
26	C=CCN(CC=C)S(=O)(=O)c1ccc2nsnc2c1	3.2	20.3	-0.9	0.1	-0.9
27	COc1ccc(-n2nnnc2-c2cccc(OC)c2)cc1	34.6*	20.8	-1.9	-0.8	-0.8
28	COc1ccc(-c2cc(=O)c3ccccc3s2)cc1	6.5	-32.5	-1.5	0.8	1.0
29	CCOC(=O)C1=C(C)NC(=O)NC1c1ccc(OCCO)c(OC)c1 (stereo not drawn)	6.4	2.0	-3.7	-1.2	-16.9
30	O=C(c1cc(F)c(F)cc1Cl)N1CCOCC1	5.8	13.5	-1.0	-0.2	-12.6

cpd	5-HT1A blocker	S1P3 ag	Jurkat viability	D1 mod
16	22.8	-1.3	25.1	1.84
17	3.2	0.0	-6.8	-0.102
18	9.0	-0.8	-3.8	-0.775
19	-17.3	0.6	-2.8	5.48*
20	-14.2	.	.	.
21	6.1	.	.	0.0169
22	-2.7	-0.7	3.9	-1.32
23	-0.3	0.1	1.5	.
24	-5.1	-1.1	2.6	-0.0699
25	2.7	-0.9	9.6	0.237
26	-2.1	-1.1	6.5	2.28
27	20.1	-0.3	78.0*	-0.0543
28	6.4	-0.2	-4.2	-0.528
29	-15.6	-0.7	-0.7	-0.0375
30	-6.5	-0.1	-3.4	0.00872

# (more compounds)
cpd	SMILES	5HT1E antag	HEK293 NFkB inh	HTR1A agonist	HTR1E agonist	S1P1 ag-PAM
31	COc1cc(C2C(C(=O)c3ccco3)=C(O)C(=O)N2c2cc(C)on2)cc(Br)c1O (stereo not drawn)	-9.9	4.8	-5.0	1.1	-5.6
32	Cc1ccccc1C(=O)Nc1cccc(-c2nnc(SCC(=O)O)n2C)c1	-5.2	13.8	-2.7	2.8	-4.4
33	COC(=O)C1=C(C)NC2=C(C(=O)c3ccccc32)C1c1ccc(-c2ccc(C(=O)O)cc2)o1 (stereo not drawn)	27.6	0.3	2.7	0.1	-68.5
34	CCOC(=O)c1c(C)[nH]c(C(C)=O)c1C	5.3	21.2	-0.6	0.1	-25.6
35	Cc1ccc(S(=O)(=O)N2CCCC(C(=O)N(Cc3cccs3)C3CC3)C2)cc1 (stereo not drawn)	-9.2	11.2	-0.6	-0.1	.
36	COc1cc([C@@H]2[C@H]3CNCC=C3C(C#N)=C(N)C2(C#N)C#N)ccc1OC(C)C	-5.5	.	4.3	-0.6	-10.5
37	CCOc1ccc(CCNC(=O)C2CCC(=O)N2C2CCCCC2)cc1OCC (stereo not drawn)	4.3	10.5	-2.7	0.3	-0.4
38	COc1cccc(-c2cc(C(=O)Nc3cnn(Cc4ccc(F)cc4)c3)no2)c1	-9.5	-1.3	-1.4	0.7	7.2
39	O=S(=O)(N1CCCCC1)n1nnc2ccccc21	6.1	3.5	-4.6	0.0	-46.0
40	O=C1CC(N2CCN(c3ccc(C(=O)c4ccc(F)cc4)cc3)CC2)C(=O)N1 (stereo not drawn)	12.5	-0.1	1.1	-0.5	0.8
41	O=C(NCC1(N2CCOCC2)CCCCC1)c1ccc(Cl)c(S(=O)(=O)NCc2ccco2)c1	-8.5	5.6	-1.9	-0.4	6.9
42	COC(=O)C1C(=O)c2c([nH]c(C(=O)OC3CCCC3)c2C)CC1C (stereo not drawn)	11.1	-37.9	-0.4	-0.8	.
43	Cn1c(=O)c2ncn(CC(=O)NCCC3=CCCCC3)c2n(C)c1=O	1.9	22.6	-0.8	-0.8	9.3
44	Cc1nc2nc(SCC(=O)N3CCOCC3)nn2c(C)c1Cc1ccccc1	0.2	11.6	0.9	-0.1	.
45	COc1cc(-c2nc3cnccc3n2C)cc(OC)c1OC	10.9	2.3	-0.4	-0.2	-6.9

cpd	5-HT1A blocker	S1P3 ag	Jurkat viability	D1 mod
31	-6.8	-0.8	-1.9	0.412
32	-8.9	-0.3	-7.3	-0.574
33	0.0	0.7	1.3	6.14*
34	-11.3	-0.9	2.4	0.464
35	7.3	.	.	.
36	.	-2.8	.	.
37	-0.3	-0.9	4.1	0.647
38	5.5	-1.7	3.8	-3*
39	-3.6	-0.5	-0.4	.
40	1.3	-0.7	2.4	-0.325
41	9.3	-0.9	5.3	0.323
42	10.5	.	.	.
43	16.2	0.2	4.7	0.135
44	-2.4	.	.	.
45	-8.1	-0.1	-2.1	-0.401

# Some of these compounds in order of heavy-atom count, lowest first:
cpd	SMILES	5HT1E antag	HEK293 NFkB inh	HTR1A agonist	HTR1E agonist	S1P1 ag-PAM
28	COc1ccc(-c2cc(=O)c3ccccc3s2)cc1	6.5	-32.5	-1.5	0.8	1.0
35	Cc1ccc(S(=O)(=O)N2CCCC(C(=O)N(Cc3cccs3)C3CC3)C2)cc1 (stereo not drawn)	-9.2	11.2	-0.6	-0.1	.
13	O=C(NC1CCCCC1)N1CCCC(c2nc(-c3ccc(S(=O)(=O)N4CCCC4)cc3)no2)C1 (stereo not drawn)	-8.1	12.6	1.2	0.1	-8.5

cpd	5-HT1A blocker	S1P3 ag	Jurkat viability	D1 mod
28	6.4	-0.2	-4.2	-0.528
35	7.3	.	.	.
13	5.6	-0.3	-0.6	-0.677

# Next section
cpd	SMILES	5HT1E antag	HEK293 NFkB inh	HTR1A agonist	HTR1E agonist	S1P1 ag-PAM
46	Cn1c(=O)oc2cc(S(=O)(=O)N3CCCC(C(=O)NCc4cccs4)C3)ccc21 (stereo not drawn)	1.7	15.7	-0.5	0.9	5.0
47	CCOC(=O)c1sc(C)nc1C1CCN(C(=O)OCC)CC1	-9.1	2.5	-1.6	0.2	4.1
48	COC(=O)CSc1nnc(-c2ccc(OC)cc2OC)o1	1.3	-5.9	-0.3	-0.1	-8.0
49	Cc1cccc(-n2nnnc2SCC(=O)c2cc(C)n(Cc3ccco3)c2C)c1	11.9	1.0	-6.2	0.4	20.3
50	Cn1c(-c2ccc3c(c2)OCO3)cnc1N	-6.2	14.2	-0.5	0.3	-6.6
51	O=C(Nc1cnc2sc3c(n2c1=O)CCCC3)c1ccc(F)cc1	-5.5	5.8	-0.2	0.9	6.4
52	CC#CCCCC(=O)Nc1ccc(C(=O)O)cc1	-8.8	7.9	-0.9	0.0	-7.2

cpd	5-HT1A blocker	S1P3 ag	Jurkat viability	D1 mod
46	-4.4	-1.0	8.1	0.166
47	-4.9	0.8	-8.1	0.0649
48	3.2	-0.8	-12.7	-1.09
49	-3.3	0.6	-8.9	0.213
50	-4.0	0.0	-4.2	-1.15
51	-13.6	-1.2	1.6	-0.00664
52	-11.7	-0.3	-0.1	-3.09*

# High-throughput results (PubChem)

# Rows are unselected. Share with any hit: about 8.3%.
